D1 antagonist: human D1 dopamine receptor antagonism. AID 504652. 360,000 tested, 3.2% active. activity change, negative = inhibition, % at 10 µM. HEK293 TREx D1 cells, calcium flux, dopamine EC80; hits give low values. P21728; in the data active = activity change below about -30%; note: % is set by controls: 0 for no effect and ±100 for the full control effect
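Calcium flux readout: force-coupled, inducible Hek293 Trex D1 line, cells induced overnight at 30 C with tetracycline, dye-loaded 30–90 min at RT. Antagonism scored against EC80 dopamine challenge given 180 s after compound.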
Vif-A3G inh: Vif-A3G binding inhibition; Q9HC16; Potency, µM (series often up to 46.1 µM), inactives show at the top dose activity, negative = active, actives largely listed as inhibitors; 410,000 tested, 0.076% active; AID 602310; HeLa A3G-eYFP + Vif (tagged APOBEC3G with the HIV-1 protein that degrades it), YFP fluorescence, overnight;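 note: potency is the fitted concentration of half-maximal effect; % is set by controls: 0 for no effect and ±100 for the full control effect; nearly all actives have a fitted effect of over 60% in size; hits raise eYFP signal because A3G escapes Vif-driven loss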
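HeLa cells stably expressing Vif and C-terminally eYFP-tagged A3G, seeded overnight at 37 deg C, then exposed to compound by pintool overnight at 37 deg C. Rise in yellow fluorescence (Ex 488/Em 500-530, Acumen) marks blocked Vif-driven A3G degradation.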
RXFP1 ag: activates the human relaxin receptor RXFP1. Q9HBX9. HEK293T-RXFP1 cAMP TR-FRET, 30 min; response scale: percent of porcine relaxin response, buffer zero. Potency, µM (series often up to 57.5 µM), for inactives: top-dose activation, usual class: activators. 370,000 tested, 0.3% active; note: potency is the fitted concentration of half-maximal effect; % is set by controls: 0 for no effect and ±100 for the full control effect; nearly all actives have a fitted effect of over 60% in size; many of its hits are not listed in these tables
Target sequence (Q9HBX9 whole entry, looked up): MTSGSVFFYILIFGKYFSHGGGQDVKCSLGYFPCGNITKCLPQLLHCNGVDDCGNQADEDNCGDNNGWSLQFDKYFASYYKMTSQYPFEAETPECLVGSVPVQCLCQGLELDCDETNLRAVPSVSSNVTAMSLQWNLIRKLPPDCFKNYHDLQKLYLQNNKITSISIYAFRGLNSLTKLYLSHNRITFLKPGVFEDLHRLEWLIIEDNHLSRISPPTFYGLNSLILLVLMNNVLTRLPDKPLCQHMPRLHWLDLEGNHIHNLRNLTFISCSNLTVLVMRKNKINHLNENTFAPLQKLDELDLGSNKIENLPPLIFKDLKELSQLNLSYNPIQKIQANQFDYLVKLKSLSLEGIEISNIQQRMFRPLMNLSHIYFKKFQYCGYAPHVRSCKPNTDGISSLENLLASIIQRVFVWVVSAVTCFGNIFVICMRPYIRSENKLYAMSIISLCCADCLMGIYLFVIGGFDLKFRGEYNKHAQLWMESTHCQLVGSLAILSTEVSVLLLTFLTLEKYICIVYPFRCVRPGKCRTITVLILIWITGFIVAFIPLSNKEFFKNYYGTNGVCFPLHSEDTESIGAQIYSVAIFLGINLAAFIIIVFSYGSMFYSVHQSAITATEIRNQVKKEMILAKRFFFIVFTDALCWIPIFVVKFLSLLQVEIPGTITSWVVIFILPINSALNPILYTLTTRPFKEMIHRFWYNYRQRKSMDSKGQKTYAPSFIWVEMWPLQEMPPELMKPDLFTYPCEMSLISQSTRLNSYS
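HEK293T cells stably expressing RXFP1 were pretreated with the PDE4 inhibitor Ro 20174, exposed to compounds for 30 min at 37C, lysed, and cAMP was read by TR-FRET. Data normalized to buffer (basal) and 29 nM porcine relaxin (100%).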
D1 agonist: activates the human D1 dopamine receptor. AID 504660. HEK293 T-REx D1 cells, calcium flux, agonist mode. 360,000 tested, 1% active. activation, % at 2 µM; in the data active = activation above about 30%; note: 0% is about no effect
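Agonism was scored from calcium flux recorded over 180 s (1 read/s) after pintool compound addition, following a 10-cycle baseline. Cells were inducible force-coupled HEK293 TREx D1, plated overnight at 30 C and loaded with no-wash calcium dye.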
Vif-APOBEC3F blk: Vif-A3F binding inhibition | HeLa A3F-eYFP + Vif (tagged APOBEC3F with the HIV-1 protein that degrades it), YFP fluorescence increase | Potency, µM (highest dose often 46.1 µM), inactives show top-dose activity, negative = active | 390,000 tested, 0.2% active; note: potency is the fitted concentration of half-maximal effect; % of control where 0% means no effect; nearly all actives have a fitted effect of over 65% in size
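HeLa cells stably expressing A3F-eYFP plus Vif, plated and incubated overnight at 37 deg C, then exposed to compounds overnight at 37 deg C. Blocked degradation read as raised yellow fluorescence (Ex 488/Em 500-530).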
LDHA inh: blocks human lactate dehydrogenase A; purified LDHA, NADH/diaphorase-resazurin fluorescence; hits give low values; activity change, % (values are at about 110 or 230 µM); 480,000 tested, 0.15% active; AID 1347041; in the data active = activity change below about -30%; inconclusive = mostly about -25% to -30%;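 note: plate controls were DMSO wells for no effect and wells without enzyme for full effect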
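Human LDH5 (2 nM) was incubated with 0.06 mM NADH and 0.2 mM pyruvate for 5 min at room temperature in Tris pH 7.4. Remaining NADH was coupled through diaphorase/resazurin, and resorufin fluorescence was read at 0 and 20 min.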
Glioma ERSR ind: ER stress response induction in glioma. 420,000 tested, 0.02% active. AID 602332. Potency, µM, without a hit: at the highest dose activation, actives largely listed as activators. U87-MG GRP78 promoter luciferase reporter, 16 h; note: potency is the fitted concentration of half-maximal effect; series mostly up to about 76 µM; % of control where 0% means no effect; nearly all actives have a fitted effect of over 35% in size
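Stably transfected U87-MG human glioma cells carrying a GRP78-based luminescent sensor were seeded at 1000 cells/well, pin-dosed with compounds and incubated 16 h. Luciferase reagent was then added, and end-point luminescence was read after 10 min at room temperature.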
D2 potentiator: D2 dopamine receptor (human) potentiation; P14416; HEK293 T-REx D2, calcium flux, EC20 dopamine potentiation; potentiation, % at 10 µM; 340,000 tested, 0.34% active; AID 485347;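 active = potentiation over 3 SD above the plate norm, cut at about 30% in these data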; note: 0% is about no effect
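Potentiation of an EC20 dopamine calcium response is measured in a force-coupled, tetracycline-inducible Hek293 Trex D2 line. Compound-only kinetic reads over 180 s flag agonists before dopamine addition.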
D1 potentiator: enhances dopamine response at the human D1 receptor | potentiation, % at 10 µM | HEK293 TREx D1 cells, calcium flux, dopamine EC20 potentiation | P21728 | AID 504651 | 360,000 tested, 0.036% active; in the data active = potentiation above about 30%; note: 0% is about no effect
* marks the source's active call; other numbers are inactive results; ? = inconclusive; · = no result given. Unless noted, calls come from the whole dose curve; as a rule, active = well fitted curve in the direction sought with a large enough effect; inconclusive = small, poorly fitted or top-dose-only effect, or another doubt; inactive = no such curve, though single readings can be large; an effect the other way counts as inactive or inconclusive.

Structure	D1 antagonist	Vif-A3G inh	RXFP1 ag	D1 agonist	Vif-APOBEC3F blk	LDHA inh	Glioma ERSR ind	D2 potentiator	D1 potentiator
CC(C)(C)S(=O)(=O)/C(C#N)=N/Nc1ccc(C#N)cc1	4	-1%	-1.1%	6	-1%	-3	0%	-1	-3
CCC(C)[C@H](NC(=O)N1CCn2c1nc1ccccc12)C(=O)NCCc1ccc(OC)c(OC)c1 (some centres undefined)	3	-3%	-3.1%	0	-1%	0	-1%	5	3
COc1ccc(S(=O)(=O)Nc2c(C)n(C)n(-c3ccccc3)c2=O)cc1C(=O)O	7	-1%	-0.4%	3	0%	-4	-2%	-2	0
CCN(C(=O)COC(=O)c1ccc2ccccc2c1)c1c(N)n(Cc2ccccc2)c(=O)[nH]c1=O	1	-13%	1.2%	4	-9%	-9	-11%	-10	-7
O=C(COC(=O)CCN1C(=O)/C(=C\C=C\c2ccccc2)SC1=S)Nc1cc(F)ccc1F	·	7%	3.1%	0	-25%	-8	-9%	12	-1
CCOC(=O)Cn1c(=O)oc2cc(S(=O)(=O)Nc3cccc(C)c3)ccc21	-22	1%	1.2%	20	-1%	-4	14%	-3	-7
COc1ccccc1-n1c(SCC(=O)NC2CC2)nc2ccccc2c1=O	14	-1%	0.5%	6	1%	-5	-1%	-6	·
COC(=O)c1c(C(=O)OC)c(-c2ccc(OC)cc2)n2c1CS(=O)C2 (centres undefined)	-20	0%	-0.3%	5	4%	-6	-5%	-3	-13
CCOC(=O)/C=C/C(=O)N1CCc2ccccc21	8	1%	-1.0%	0	·	-4	-2%	-8	-5
C=C(C)Cn1c(Sc2nnc(C)s2)nc2c1c(=O)[nH]c(=O)n2C	-12	-2%	2.8%	1	2%	4	-4%	-6	10
Cc1ccccc1CN1C[C@@H]2C[C@@H](c3ccc4nsnc4c3)N3CCC[C@@]23C1=O	9	0%	0.6%	2	3%	-5	0%	9	2
Cc1ccc(NC(=O)CSc2nc(CSc3ccc(C)cc3)cc(=O)[nH]2)cc1	-4	1%	0.2%	2	-5%	1	0%	-2	-2
O=[N+]([O-])c1ccc(N2CCNCC2)c(S(=O)(=O)N2CCOCC2)c1	13	3%	0.7%	-1	1%	1	-4%	-3	0
COc1ccccc1NS(=O)(=O)c1cccc(C(=O)N/N=C2\CC(=O)CC(C)(C)C2)c1	-8	-6%	-0.1%	6	-6%	0	-5%	-1	0
Cc1ccccc1N/C(SCc1cccc(Br)c1)=C(/C#N)C(N)=O	5	4%	2.4%	8	-10%	1	0%	6	-3
CCc1nn(Cc2ccc(Cl)cc2)c(=O)c2cc3cc(C)ccc3n12	1	3%	-0.6%	2	-2%	-4	-2%	7	3
CCC(C)NC(=O)CCn1c(-c2ccc(F)cc2)cc(C(C)=O)c1C (centres undefined)	8	0%	-0.1%	2	-7%	-1	-5%	8	-2
CCSC1=N/C(=C\c2ccccc2)C(=O)N1c1ccc(OC)cc1	-2	0%	-2.9%	4	1%	-4	-3%	·	-4
Cc1cc(=O)n2[nH]c(-c3sccc3-n3c(C)ccc3C)cc2n1	7	-8%	-3.1%	5	-5%	5	0%	0	0
O=C(NN=CC=Cc1ccccc1)C(O)C(O)C(=O)NN=CC=Cc1ccccc1 (centres undefined)	·	-2%	·	·	-10%	-1	0%	·	·
Cc1[nH]c(=O)c(C#N)c2c1COC(C)(C)C2	11	1%	1.0%	3	-14%	-5	-1%	10	-4
CC1CCCCN1S(=O)(=O)c1ccc(C(=O)Nc2sc3c(c2C(N)=O)CC(C)(C)NC3(C)C)cc1 (centres undefined)	-10	2%	3.5%	19	-5%	0	-3%	11	-2
O=C(CSc1nc2c([nH]c3ccccc32)c(=O)n1-c1ccccc1)Nc1ccc2c(c1)OCCO2	-9	3%	-1.0%	0	11%	1	1%	12	-1
C[C@@H]1CN([C@H](C)CO)S(=O)(=O)c2ccc(-c3cccc(C#N)c3)cc2O[C@H]1CN(C)C(=O)Nc1cc(F)ccc1F	·	-10%	·	·	-1%	-2	-1%	·	·
Cc1oc(-c2ccccc2F)nc1CS(=O)(=O)CC(=O)N1CCCCCC1	6	7%	-0.2%	2	-1%	-13	-2%	-8	-6
COc1ccc(Cl)cc1N(CC(=O)Nc1ccccc1C(=O)NCc1ccco1)S(C)(=O)=O	6	0%	2.6%	6	-2%	-8	-2%	3	5
Oc1c(C=NCc2ccncc2)sc2ccccc12	-8	2%	0.3%	4	6%	3	1%	3	0
CCOCc1nnc(NC(=O)CCc2ccccc2)s1	3	1%	0.1%	3	-5%	-5	-5%	4	-3
COc1ccc(CNC(=O)CN(Cc2ccc(Cl)cc2)C(=O)c2csnn2)cc1	7	-1%	0.6%	5	0%	-4	-5%	-6	-4
CCc1ccc(N2C(=O)CS(=O)(=O)C23C(=O)N(Cc2ccccc2F)c2ccccc23)cc1 (centres undefined)	-15	4%	0.3%	6	-2%	0	-3%	-14	-1
CC1CCN(C(=O)CSc2nc(-c3ccccc3)no2)CC1	-10	1%	1.0%	12	3%	-6	-5%	4	-5
C[C@@H]1CN([C@@H](C)CO)C(=O)c2cccc(NS(C)(=O)=O)c2O[C@H]1CN(C)Cc1ccc(C(=O)O)cc1	·	0%	·	·	-1%	-1	-6%	·	·
CSc1nccc(NC(=O)c2ccc(C(C)(C)C)cc2)n1	-22	7%	0.0%	9	1%	1	6%	-3	-2
CCc1ccc(NC(=O)NCCc2c(C)nn(C)c2C)cc1	-7	-1%	1.9%	2	1%	1	1%	0	0
Cc1cc2c(c(=O)n1CCc1ccccc1)C(C(C)C)C(C#N)=C(N)O2 (centres undefined)	-32*	2%	2.1%	3	-2%	-7	-4%	27	-12
CCN1CCN(CCCNC(=O)c2ccc(/C=C3/Sc4ccccc4N(Cc4ccccc4F)C3=O)cc2)CC1	-18	-15%	4.2%	8	-26%	-2	-11%	-9	-8
O=C(O)CSCC(=O)N1CCCN(c2nccc(C(F)(F)F)n2)CC1	-4	-3%	0.3%	2	3%	-1	-1%	-4	-1
COc1ccc(-c2ccnc3nc(N4CCOCC4)nn23)cc1	-2	-1%	9.1%	-1	14%	-2	-3%	13	-2
CCCCNC(=O)Cn1cnc2sc(C)c(S(=O)(=O)N3CCN(c4ncccn4)CC3)c2c1=O	-1	-1%	29%	2	-9%	-11	1%	-8	-8
CCN1C(=Nc2ccc(Cl)cc2)SC/C1=C\C(=O)OC	-6	0%	0.7%	2	0%	-3	-1%	4	-10
CCCCCc1cc(OC)cc2c1C(=O)OC(C)(C)O2	·	4%	·	·	-2%	0	-2%	·	·
COc1ccc(S(=O)(=O)N(CCC#N)Cc2ccco2)cc1OC	-11	2%	0.0%	1	-1%	-5	-4%	-5	-9
O=C1CCCC(O)=C1C=NCc1ccccc1	-4	-3%	-1.0%	3	-4%	0	0%	10	2
O=c1cnc(-c2ccc(Cl)cc2)cn1O	-7	-2%	2.5%	3	-16%	-12	-2%	8	3
Cc1ccc(Nc2nc(N)nc(CN3CCN(c4ccccc4F)CC3)n2)cc1	-8	0%	7.0%	0	6%	-2	1%	-24	-6
O=C(CCCCCn1c(=S)[nH]c2cc3c(cc2c1=O)OCO3)N1CCN(C2CCCCC2)CC1	1	?	-1.7%	1	0%	1	-11%	-5	6
CC(OC(=O)C1CCCCC1)c1nc2ccccc2[nH]1 (centres undefined)	-7	0%	0.3%	2	0%	-4	-5%	4	-9
CCOC(=O)C1=C(CCc2ccccc2)NC(=O)NC1c1ccc2ccccc2c1 (centres undefined)	13	-5%	3.9%	2	6%	1	-5%	10	-2
S=C(NCc1ccco1)N1CCN(C(c2ccccc2)c2ccccc2)CC1	·	-3%	-1.9%	·	2%	-5	-1%	·	·
Cc1cccc(C)c1NC(=O)CCCSc1nnc(-c2ccco2)o1	-15	-6%	3.2%	0	?	-2	1%	11	2
C=CCSc1nsc(N)n1	16	1%	1.8%	1	3%	0	-2%	-2	-3
COc1ccc(-c2nnc(SCC(=O)c3ccc(NC(C)=O)cc3)o2)cc1OC	10	4%	25%	2	0%	1	-3%	12	4
Cc1ccc(NC(=O)c2cccc(S(=O)(=O)N3CCN(c4ccc(F)cc4)CC3)c2)nc1	-22	3%	0.5%	5	7%	-3	0%	13	-2
O=C(O/N=C(\c1ccccc1)c1ccccn1)c1cccc2ccccc12	12	-2%	0.7%	13	1%	-9	-3%	-1	-7
CNC(=S)N/N=C/c1cn(Cc2c(F)cccc2Cl)c2ccccc12	1	0%	4.0%	0	0%	-5	-3%	-2	-2
CCN(c1ccccc1)S(=O)(=O)c1ccc(C(=O)Nc2nnc(CSC)o2)cc1	17	0%	2.0%	3	-2%	-5	-3%	2	-1
O=C(/C=C/c1ccccc1[N+](=O)[O-])Nc1ccc(S(=O)(=O)Nc2ncccn2)cc1	9	0%	1.6%	2	4%	-1	-6%	5	2
CSc1ccc(CCNC(=O)C2CCCN(c3ncnc4c3nc3n4CCCCC3)C2)cc1 (centres undefined)	14	-2%	-1.5%	1	0%	-1	-6%	-4	2

Copied from the entries so far, three compounds:
Structure	D1 antagonist	Vif-A3G inh	RXFP1 ag	D1 agonist	Vif-APOBEC3F blk	LDHA inh	Glioma ERSR ind	D2 potentiator	D1 potentiator
CCCCCc1cc(OC)cc2c1C(=O)OC(C)(C)O2	·	4%	·	·	-2%	0	-2%	·	·
COc1ccc(S(=O)(=O)N(CCC#N)Cc2ccco2)cc1OC	-11	2%	0.0%	1	-1%	-5	-4%	-5	-9
O=C1CCCC(O)=C1C=NCc1ccccc1	-4	-3%	-1.0%	3	-4%	0	0%	10	2

Bioassay records from PubChem BioAssay.

These rows are one share of the data, so the mix of outcomes need not match the whole.
